# Compound activity as filed in PubChem.
# Hck Nef HTS = inhibitors of Nef-activated human Hck kinase, primary screen, biochemical, Z-Lyte FRET, 384-well, Hck-YEEI | AID 463187, 2010 | hit rate 0.68% among 220,000 | Recombinant Hck-YEEI plus Nef, Z-Lyte FRET kinase assay | Tyrosine-protein kinase HCK (Homo sapiens), P08631 | inhibition, % at 20 µM;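 active = Hck-Nef kinase inhibition above about 50%, limit read from the data; inactive = inhibition below that limit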;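 note: 0% = DMSO with Hck plus Nef and 100% = Hck alone without Nef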
# NPY-Y1 PAM-ag = NPY-Y1 receptor potentiators or agonists, primary screen, cell-based. AID 1304, 2008. hit rate 0.37% among 220,000. activation, % at 3.6 µM. NPY-Y1 expressing cells, potentiator/agonist activation. Neuropeptide Y receptor type 1 (Homo sapiens), P25929; in the data active = activation above about 33%, passing the limit was not always enough;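 note: cells stimulated with NPY at EC10 then isoproterenol at EC100; 0% = low agonist plus stimulus and 100% = saturating agonist plus stimulus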
# RBBP9 inhibitor = human RBBP9 inhibitors, primary screen, biochemical, fluorescence polarization, FP-Rh probe, HTS. recombinant RBBP9. AID 1515, 2009. inhibition, % at 7.94 µM. hit rate 0.2% among 220,000. Serine hydrolase RBBP9 (Homo sapiens), O75884;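 active = inhibition above the campaign mean of all tested compounds plus 3 SD, cut at about 14% in these data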;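 note: plate controls were DMSO wells with RBBP9 for no effect and wells lacking RBBP9 protein for full effect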
# Target sequence (O75884 whole entry, looked up): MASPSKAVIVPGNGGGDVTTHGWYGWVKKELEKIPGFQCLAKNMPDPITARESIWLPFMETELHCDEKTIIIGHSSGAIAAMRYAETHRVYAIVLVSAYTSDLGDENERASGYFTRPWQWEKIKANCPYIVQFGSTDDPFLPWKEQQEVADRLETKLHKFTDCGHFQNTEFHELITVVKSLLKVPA
#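 Measured by – fluorescence polarization · Test system – RBBP9 protein · Input – 2.5 µM RBBP9 dispensing solution, before mixing · Measure – percent inhibition from mP, scaled between DMSO and no-protein wells · Benchmarks – DMSO-treated enzyme wells and wells lacking RBBP9 · Times – preincubation 30 min plus labeling 45 min at 25 °C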
# NPY2 pot ag = NPY-Y2 potentiators or agonists, primary screen, cell-based. Neuropeptide Y receptor type 2 (Homo sapiens), P49146. cells expressing NPY-Y2, potentiator/agonist read-out. activation, % at 3.6 µM. hit rate 0.45% among 220,000. AID 1359, 2008; in the data active = activation above about 27%;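 note: cells stimulated with NPY near EC25 plus isoproterenol at EC100; 0% = vehicle plus submaximal agonist and 100% = vehicle plus saturating agonist; some results beyond the cut were filed as inactive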
# MDM2 E3 inh = MDM2-luciferase reporter signal enhancers, primary screen, MDM2 E3 ligase inhibitor project, cell-based, luminescence, 1536-well | cell-based MDM2 ubiquitination luciferase reporter, 2 h; 0 = plate control, 100 = twice control, blank-subtracted | signal enhancement, % at 5 µM | hit rate 0.11% among 210,000;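 active = signal enhancement of 30% or more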;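 note: luminescence tracks abundance of the self-degrading MDM2-luciferase fusion protein; higher signal means inhibition of MDM2 E3 ligase activity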
#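 System: stable MDM2–luciferase fusion reporter cells / Input: 2000 cells seeded into each well / Schedule: 4 h settle plus 2 h compound, 37 °C / Compound: single-point 5 µM / Buffer or medium: cells held in DMEM / Benchmarks: control and blank well means / Evaluation: percent signal gain over controls, blank-subtracted / Measured by: luciferase luminescence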
# Runt-SMMHC FRET = inhibitors of RUNX1 Runt–CBFb-SMMHC binding, primary screen, biochemical, FRET, Cerulean-Runt, Venus-CBFb-SMMHC, uHTS. hit rate 0.74% among 220,000. Cerulean-Runt/Venus-CBFb-SMMHC FRET ratio 530/480, 1 h. Runt-related transcription factor 1 (Homo sapiens) + Core-binding factor subunit beta …. inhibition, % at 20 µM;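 active = mean inhibition across duplicate retests at 20 µM reaching about 50%, limit read from the data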;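 note: 0% = DMSO wells and 100% = wells with excess untagged CBFb-SMMHC; inhibitors lower the FRET ratio by blocking Runt binding to CBFb-SMMHC; some results filed as inactive read as strong as hits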
# p97 ATPase inh = inhibitors of human p97 ATPase, primary screen, biochemical; recombinant p97 ATPase, Kinase-Glo ATP luminescence, 3 h; inhibition, % at 8 µM; hit rate 0.42% among 220,000; AID 1481, 2009; in the data active = inhibition above about 15%;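 note: 0% = DMSO vehicle and 100% = wells lacking enzyme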
# Target sequence (P55072 whole entry, looked up): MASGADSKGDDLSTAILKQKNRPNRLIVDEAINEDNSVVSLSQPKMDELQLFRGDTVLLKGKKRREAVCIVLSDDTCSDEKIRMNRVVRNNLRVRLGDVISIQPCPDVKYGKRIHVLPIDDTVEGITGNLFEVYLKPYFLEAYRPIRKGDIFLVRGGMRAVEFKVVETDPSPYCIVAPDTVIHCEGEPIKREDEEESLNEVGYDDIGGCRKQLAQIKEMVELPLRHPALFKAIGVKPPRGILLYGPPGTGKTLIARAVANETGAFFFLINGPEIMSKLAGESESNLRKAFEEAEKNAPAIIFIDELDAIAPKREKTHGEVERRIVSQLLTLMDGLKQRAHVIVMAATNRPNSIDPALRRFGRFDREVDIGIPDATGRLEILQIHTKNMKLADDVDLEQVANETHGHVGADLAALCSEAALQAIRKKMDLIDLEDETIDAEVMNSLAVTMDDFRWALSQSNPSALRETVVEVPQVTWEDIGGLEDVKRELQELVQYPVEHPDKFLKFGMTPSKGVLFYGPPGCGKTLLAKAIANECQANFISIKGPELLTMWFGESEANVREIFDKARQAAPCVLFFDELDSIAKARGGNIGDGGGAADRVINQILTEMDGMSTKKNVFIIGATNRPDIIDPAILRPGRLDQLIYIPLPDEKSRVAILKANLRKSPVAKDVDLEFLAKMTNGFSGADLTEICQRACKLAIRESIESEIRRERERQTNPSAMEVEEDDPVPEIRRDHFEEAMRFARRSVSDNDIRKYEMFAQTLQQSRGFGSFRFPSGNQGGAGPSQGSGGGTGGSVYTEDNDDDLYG
# Runt-CBFb FRET = inhibitors of RUNX1 Runt–CBFb binding, primary screen, biochemical, FRET, Cerulean-Runt, Venus-CBFb, uHTS; Runt-related transcription factor 1 (Homo sapiens) + Core-binding factor subunit beta …; Cerulean-Runt/Venus-CBFb FRET ratio 530/480, 1 h; inhibition, % at 20 µM; hit rate 0.46% among 220,000; AID 1496, 2009;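 active = inhibition over about 50% at 20 µM in the single-dose screen, limit read from the data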;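 note: 0% = DMSO wells and 100% = excess unlabeled CBFb competitor control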
#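 Assay system: Cerulean-tagged RUNX1 Runt domain (FRET donor) fusion protein / Amount: 100 nM each of Venus-CBFb and Cerulean-Runt domain / Medium: Tris buffer pH 7.5 with salts and BSA / Also added: Venus-CBFb 100 nM / Schedule: 1 h complex formation plus 1 h compound treatment, room temperature / Signal: FRET fluorescence / Read-out: loss of energy transfer signal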
# NPY Y1 blocker = NPY-Y1 receptor antagonists, primary screen, cell-based. HEK293-CNG Y1 cells, membrane potential fluorescence; NPY at EC95, then isoproterenol. inhibition, % at 3.6 µM. hit rate 1% among 200,000. AID 1040, 2008;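 active = inhibition above the campaign mean inhibition of all tested compounds plus 3 SD, cut at about 20% in these data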;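 note: 0% = DMSO wells given NPY plus isoproterenol and 100% = isoproterenol alone without NPY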
#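 Material: HEK293 cells with Y1 receptor plus CNG channel; times: compound incubation 1 h at room temperature, readout 45 min post-stimulation; signal: fluorescence, membrane potential probe; read-out basis: fluorescence ratio normalized to % inhibition between controls; benchmarks: full-block control isoproterenol-only wells, zero-block control NPY plus isoproterenol wells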
# Starred values were filed as active, the others as inactive; · = no result given.
Structure,Hck Nef HTS,NPY-Y1 PAM-ag,RBBP9 inhibitor,NPY2 pot ag,MDM2 E3 inh,Runt-SMMHC FRET,p97 ATPase inh,Runt-CBFb FRET,NPY Y1 blocker
COc1ccc(CC2(C)OC(c3ccc([N+](=O)[O-])cc3)=NN2C(C)=O)cc1 (configuration not stated),14.3,-2.3,-2.9,-0.6,-13.6,0.6,0.6,-1.3,·
O=c1[nH]c(CSc2ncc(-c3ccc(F)cc3)n2Cc2ccco2)nc2ccccc12,1.7,12.8,1.4,9.2,-5.0,-0.2,3.0,-1.5,2.6
CC1CCC(NC(=O)c2cnccn2)CC1 (configuration not stated),-1.2,-8.9,-5.5,2.8,-41.1,-2.0,-5.9,-0.5,-5.4
CCOC(=O)/C(=N/Nc1ccc(Cl)cc1)S(=O)(=O)c1ccccc1,-8.5,-2.2,-9.3,-4.8,-11.6,1.3,-8.7,-3.6,3.3
COC(=O)c1sc2nc(-c3ccco3)ccc2c1N,0.1,2.0,22.1*,16.1,-4.6,-4.5,4.2,7.6,5.2
Cc1ccsc1/C=N/n1c(-c2ccncc2)n[nH]c1=S,4.5,21.3,-1.8,8.6,1.6,16.5,-0.7,3.4,-3.2
Cc1ccc(-n2c(N)c(C(=O)NCc3ccco3)sc2=S)cc1,-0.1,17.9,-8.4,0.0,3.0,0.5,-1.9,6.2,-4.9
COc1ccc(NC(=O)Cc2cccs2)c(OC)c1,-3.7,8.2,-4.0,21.5,-5.7,-2.9,6.5,0.0,-0.5
O=S(=O)(c1ccc(Br)cc1)N1CCN(c2cc(-c3ccccc3)nc3ncnn23)CC1,-4.7,5.6,-9.1,-0.6,-11.3,-3.7,2.2,-0.5,-3.9
CS(=O)(=O)N(CC(=O)Nc1ccc2c(c1)OCCO2)Cc1ccc(Cl)cc1,8.8,-15.7,-3.8,3.1,-20.8,-0.7,-0.9,1.1,-0.9
CCC(C)[C@H](NC(=O)NCCC1=CCCCC1)C(=O)O (some centres not stated),0.2,18.6,6.1,-1.7,-2.1,-2.0,1.6,-1.2,·
CC(=O)c1ccc(OC(C)C)c(CC(C(N)=O)C(N)=O)c1,7.3,9.7,-0.1,-2.1,-10.7,-0.5,2.1,3.4,0.2
COC(=O)c1[nH]c2ccccc2c1NC(=O)c1ccccc1F,19.2,15.8,-3.5,5.8,-14.8,0.9,2.3,-0.7,·
CC(C)Nc1nc(Cl)nc(NN(C)c2nc(N(C)C)nc(N(C)C)n2)n1,2.7,-6.7,-1.9,3.6,-5.2,0.6,0.7,-0.4,-2.5
CCc1cc(C(=O)OC)c(NC(=O)CCCC(=O)O)s1,5.5,-9.5,-9.1,-1.3,-1.6,-2.8,4.7,-2.3,3.1
CCCOc1c(Br)cc(C(N)=O)cc1OCC,-3.1,-25.6,-4.9,-17.3,-12.0,-3.0,-3.8,-1.0,8.2
CC(C)CNc1nc(SCC(=O)Nc2ccccc2)nc(N2CCOCC2)n1,20.6,29.2,-4.9,3.3,-1.3,-0.7,6.2,-2.3,-0.4
O=C(Nc1ccncc1)C1c2ccccc2Oc2ccccc21,0.3,11.7,-7.0,20.9,-9.3,-0.9,6.2,-1.0,-4.5
COc1ccc(-n2c(SCC(=O)Nc3nccs3)nnc2-c2ccoc2C)cc1,5.0,-45.6,-10.7,-12.2,-2.7,4.0,1.7,-1.5,-3.6
COCCn1c(SCC(=O)Nc2cccc(C)n2)nnc1-c1ccco1,17.5,14.1,-1.1,-6.1,-9.6,0.3,3.5,1.2,-0.9
CCc1nn2c(=O)cc(CSc3nc(C)cc(=O)[nH]3)nc2s1,0.9,3.5,-10.3,-3.0,-1.2,1.5,-0.5,1.6,3.8
CSc1ncc(-c2ccc(Cl)cc2)[nH]1,0.5,13.4,-12.4,-5.7,0.2,1.7,-2.6,5.0,·
O=C(CCc1nnc(CCCCc2ccccc2)o1)NCCN1CCCCC1=O,17.2,3.6,-9.6,-4.4,-10.5,-1.4,-5.5,-1.0,2.4
CCN(CC)CC(=O)Nc1ccc(-c2nc3cc(NC(=O)CN(CC)CC)ccc3o2)cc1,-1.6,-39.4,5.2,-15.7,-14.2,2.6,-0.2,0.0,-0.1
NC(=O)COC(=O)c1ccccc1OCc1ccccc1Cl,21.9,8.3,-6.2,-0.5,-2.4,1.7,1.6,1.2,-5.3
Cc1ccccc1NC(=O)CCC(=O)N/N=C/c1cc([N+](=O)[O-])ccc1O,4.4,-7.2,-1.9,0.9,2.6,-1.3,-1.8,-0.2,3.6
CC(C)(O)C#Cc1ccc(CN2CCN(C3CCCC3)C(CCO)C2)cc1 (configuration not stated),17.4,1.7,-6.3,4.2,-6.2,-1.3,-1.1,2.4,-2.7
CCOc1cc(CN2CCN(c3cccc(C(F)(F)F)c3)CC2)ccc1O,0.5,0.2,-7.1,3.9,-2.5,-1.9,-8.0,4.4,5.8
Cc1nn(-c2ccccc2)c(N2CCCC2)c1/C=N/NC(=O)c1cc(-c2ccccn2)nc2ccccc12,1.4,-20.8,-0.9,-8.0,-11.4,-6.5,3.2,-1.7,7.3
Cc1ccc(-c2nc(CN(C)C3CCOCC3)c(C)o2)s1,12.0,6.0,-7.8,-1.2,-3.4,1.6,-7.4,2.0,-13.3
O=C(CSc1cn(Cc2ccccc2)c2ccccc12)NCc1ccc(F)cc1,-10.1,0.8,-6.0,9.2,·,-7.2,-5.6,-2.2,-2.4
CO/N=C\CC(=O)Nc1ccc(Oc2ccccc2)cc1,-9.7,13.9,-6.6,-8.2,-30.2,-29.3,0.7,0.5,6.1
O=C(Cn1cnc2ccccc21)c1ccc(Br)cc1,28.2,-23.0,-6.7,-16.8,-0.8,-7.1,0.0,-0.3,3.2
CN1CCCc2cc(C#N)c(=O)[nH]c21,0.8,-8.4,-5.3,10.2,-11.7,15.0,0.2,11.1,-2.4
CCCN(CCC)CC(O)CN(c1ccccc1)S(=O)(=O)c1ccc(C)cc1 (configuration not stated),-32.9,-13.1,3.2,-12.9,-17.6,-1.4,-1.9,3.1,11.9
CSc1ccc(S(=O)(=O)NCCSC(C)(C)C)cc1,2.2,25.4,-2.3,-4.6,-25.6,65.4,-1.2,1.1,-0.4
COc1ccc(C(C(=O)NC2CCCC2)N(C(=O)c2ccoc2C)c2cc(C)cc(C)c2)cc1 (configuration not stated),-0.2,1.7,-7.8,14.3,-6.0,1.7,1.2,-1.3,12.2
COc1ccc(NC(=O)CN2C(=O)c3cccc4cccc2c34)cc1OC,-2.0,2.1,-4.4,8.9,-10.7,-5.3,-3.0,-4.8,1.8
COC(=O)CCS(=O)(=O)c1cc(Cl)ccc1Cl,3.1,-2.9,-12.2,15.1,10.1,-3.2,1.2,1.0,3.4
O=C(Nc1cccn(Cc2c(Cl)cccc2Cl)c1=O)c1ccc(Cl)cc1Cl,-0.2,10.1,-5.1,10.2,-15.2,0.0,3.9,1.1,6.6
OC(CN1CCOCC1)c1ccc(F)cc1 (configuration not stated),-31.4,-1.0,-2.0,-12.8,1.7,1.6,-7.7,-0.6,5.6
O=C(NCc1ccco1)c1cc(-c2cccnc2)nc2ccc(Cl)cc12,8.1,-42.8,-12.0,-17.1,-25.7,-1.1,-3.6,3.3,1.3
CCC(C)NC(=O)CN(c1ccc2c(c1)OCO2)S(=O)(=O)c1c(C)n[nH]c1C (configuration not stated),6.6,-4.0,7.7,-10.8,-15.4,-0.9,3.0,2.4,2.7
COC(=O)NCC12CC3CC(C1)CC(CNC(=O)OC)(C3)C2,5.5,-4.9,-4.1,4.9,-7.9,-0.9,-1.6,1.2,3.7
O=C(OCc1ccccc1)N1CCOCCN(C(=O)OCc2ccccc2)CCOCC1,24.8,-2.0,-3.3,-9.2,-6.7,-3.6,4.2,-3.0,-3.1
COc1ccc(C2=NO[C@@H]3C(=O)N(c4cccc(C)c4C)C(=O)[C@H]23)cc1OC,1.3,1.3,-3.7,8.6,-4.8,-0.2,-3.0,-0.8,3.2
O=C1CSc2ccc(C(=O)O)cc2N1,18.5,-4.5,-5.0,-12.1,3.5,1.2,-1.4,1.1,9.8
CN=C(C)/C(C(=O)OC)=C(/O)c1ccc(Cl)cc1Cl,6.9,8.5,-9.6,-6.4,-16.0,1.5,0.2,0.8,·
O=C(CCC(=O)N(CC(=O)NC1CCCCC1)Cc1ccco1)Nc1nccs1,-0.9,7.6,-6.3,13.7,1.8,1.9,1.9,0.1,2.8
COC(=O)CC1Oc2ccccc2N(Cc2ccc(C)cc2)C1=O (configuration not stated),-5.4,-1.5,0.9,-14.5,0.1,-4.5,-0.9,-0.6,-1.5
CCCCC(=O)OCC(=O)c1ccc(OCC)cc1,-1.4,-2.9,-6.7,-27.1,-6.4,-2.3,-7.9,-1.7,3.6
CC1=C(C#N)C(c2cccnc2)C2=C(CCCC2=O)N1 (configuration not stated),20.2,-16.6,2.6,7.8,-6.8,36.8,6.0,14.4,3.4
CCCCC1=CC2=C(c3ccco3)C(=O)C(C)(OC(=O)c3ccc(OC)cc3)C(=O)C2=CN1Cc1ccc(OC)cc1 (configuration not stated),34.3,·,·,·,6.8,-47.5,·,-1.7,·
